BAZ2B block: qHTS Assay for Inhibitors of BAZ2B | actives 4.4% (n = 360,000) | AID 504333, 2011 | Potency, µM (doses to about 114 µM), inactives show at the top dose activity change, negative = inhibition, most hits filed as inhibitors | AlphaScreen BAZ2B-H3K14Ac peptide displacement; note: potency is the fitted concentration of half-maximal effect; % is set by controls: 0 for no effect and ±100 for the full control effect; nearly all actives have a fitted effect of over 60% in size
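AlphaScreen luminescence quantifies BAZ2B engagement of H3K14Ac peptide; the protein and biotinylated peptide are both at 50 nM final, buffer PBS pH 7.4 with 0.01% Tween-20, all steps at room temperature.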
Pol eta inh: qHTS for Inhibitors of Polymerase Eta; Potency, µM (series often up to 114 µM), without a hit: at the highest dose activity change, negative = inhibition, hits mostly inhibitors; DNA polymerase eta (Homo sapiens), Q9Y253; actives 1.2% (n = 390,000); recombinant Pol eta, fluorescent DNA replication assay; note: potency is the fitted concentration of half-maximal effect; % is set by controls: 0 for no effect and ±100 for the full control effect
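Pol eta (10 nM) was preincubated with compounds for 15 min at room temperature, after which fluorescent replication substrate (50 nM final) was added to start the reaction. Fluorescence was read kinetically at 0 and 10 min.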
HP1b chromo inh: HTS for Inhibitors of HP1-beta Chromodomain Interactions with Methylated Histone Tails. AlphaScreen HP1-beta / biotin-H3K9me3 peptide binding. Potency, µM (highest dose often 114 µM), inactives show at the top dose activity change, negative = inhibition, hits mostly inhibitors. actives 0.56% (n = 390,000). AID 540317, 2011; note: potency is the fitted concentration of half-maximal effect; nearly all actives have a fitted effect of over 70% in size; inactives centre near 23
Target sequence (P83916 whole entry, looked up): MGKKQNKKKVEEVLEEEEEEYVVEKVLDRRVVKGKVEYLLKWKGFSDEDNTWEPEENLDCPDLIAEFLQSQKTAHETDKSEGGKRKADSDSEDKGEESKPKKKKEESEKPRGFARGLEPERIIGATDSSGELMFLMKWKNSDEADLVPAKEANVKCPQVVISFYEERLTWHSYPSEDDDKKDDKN
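Compound inhibition of the preformed complex between 50 nM HP1-beta and 50 nM biotinylated H3K9me3 peptide was read by AlphaScreen. Buffer was PBS pH 7.4 with 0.01% Tween-20. Incubations ran 30 min at room temperature, with 10 ug/mL donor/acceptor beads.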
G9a inh: qHTS Assay for Inhibitors of Histone Lysine Methyltransferase G9a. AID 504332, 2011. Potency, µM (top dose mostly 102 µM), for inactives: at the highest dose activity, negative = inhibition, actives largely listed as inhibitors. Histone-lysine N-methyltransferase EHMT2 (Homo sapiens), Q96KQ7. actives 8.8% (n = 350,000). G9a H3K9 monomethylation, AlphaScreen, 2 h; note: potency is the fitted concentration of half-maximal effect; % is set by controls: 0 for no effect and ±100 for the full control effect; nearly all actives have a fitted effect of over 75% in size
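Methyltransferase reactions run at room temperature for 2 h (20 nM enzyme, 500 nM biotin-H3K9 peptide, 20 uM SAM) after a 15 min compound preincubation; product detected by AlphaScreen beads and anti-H3K9me1 antibody.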
GLS inh: qHTS for Inhibitors of Glutaminase (GLS); GLS enzymatic activity, qHTS titration; Potency, µM (highest dose often 45.5 µM), for inactives: at the highest dose activity change, negative = inhibition, most hits filed as inhibitors; actives 0.21% (n = 410,000); AID 624170, 2012; note: potency is the fitted concentration of half-maximal effect; % is set by controls: 0 for no effect and ±100 for the full control effect
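Human kidney-isoform GLS in 45 mM KH2PO4 pH 8.2, 0.02% Tween-20, with compound, started with 1mM L-Glutamine (added stock). Glutamate oxidase/HRP/Amplex red coupled fluorescence read at start and after 30 min at RT.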
PI4K2A block: qHTS for small molecular inhibitors of PI4K2A. Phosphatidylinositol 4-kinase type 2-alpha (Homo sapiens), Q9BTU6. purified PI4K2A, ADP-Glo luminescence, 1 h; hits give low values. activity change, negative = inhibition, % at 76.9 µM. actives 0.13% (n = 420,000); in the data active = activity change below about -50%; inconclusive = mostly about -30% to -49%;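 note: -100% = wells without enzyme as full effect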
Target sequence (Q9BTU6 whole entry, looked up): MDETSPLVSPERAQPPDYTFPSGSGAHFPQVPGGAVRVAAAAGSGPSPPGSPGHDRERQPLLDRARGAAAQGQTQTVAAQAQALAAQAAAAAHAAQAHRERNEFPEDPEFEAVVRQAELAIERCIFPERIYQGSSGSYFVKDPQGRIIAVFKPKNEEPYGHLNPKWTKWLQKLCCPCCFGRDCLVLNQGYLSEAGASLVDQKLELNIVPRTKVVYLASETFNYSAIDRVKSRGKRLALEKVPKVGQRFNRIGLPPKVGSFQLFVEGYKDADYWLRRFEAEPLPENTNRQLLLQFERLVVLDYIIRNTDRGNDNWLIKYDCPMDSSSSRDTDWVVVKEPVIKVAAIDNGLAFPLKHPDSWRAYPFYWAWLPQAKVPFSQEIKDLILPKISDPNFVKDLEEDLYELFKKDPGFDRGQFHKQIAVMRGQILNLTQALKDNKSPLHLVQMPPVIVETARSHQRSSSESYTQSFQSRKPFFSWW
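PI4K2A activity was measured by ADP-Glo luminescence: enzyme (4 ug/mL stock) and phosphatidylinositol (1.2 mM stock) in Tris pH 7.5/MgCl2/EGTA/Triton X-100 buffer were reacted with ATP (300 microM stock) for one hour at ambient temperature.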
Pin1 inhibitor: qHTS Assay to Find Inhibitors of Pin1; Pin1 FP peptide displacement, HiFluor488, 10 min; Potency, µM (titrated, usually from 115 µM), without a hit: top-dose activity, negative = inhibition, most hits filed as inhibitors; actives 0.009% (n = 390,000); AID 504891, 2011; active = well fitted inhibition curve with a large enough effect in the polarisation, with a control signal flat, not every such curve was filed as active; inconclusive = small, poorly fitted or top-dose-only effect, or effect the other way, or a change in a side signal; inactive = no such curve, though single readings can be large or run the other way; the % refers to the polarisation; note: potency is the fitted concentration of half-maximal effect; % is set by controls: 0 for no effect and ±100 for the full control effect
Target sequence (Q13526 whole entry, looked up): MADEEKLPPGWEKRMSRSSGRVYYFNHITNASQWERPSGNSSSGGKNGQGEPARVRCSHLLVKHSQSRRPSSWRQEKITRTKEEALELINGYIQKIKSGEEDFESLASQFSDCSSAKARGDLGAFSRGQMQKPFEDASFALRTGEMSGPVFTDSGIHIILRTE
Tb PGK inh: qHTS Assay to Find Inhibitors of Phosphoglycerate Kinase. Phosphoglycerate kinase, glycosomal (Trypanosoma brucei brucei), P07378. PGK/GAPDH coupled, Kinase-Glo luminescence, 60 min. Potency, µM (doses to about 57.5 µM), for the others: at the highest dose activity change, negative = inhibition, hits mostly inhibitors. actives 0.043% (n = 380,000). AID 602233, 2012; note: potency is the fitted concentration of half-maximal effect; % is set by controls: 0 for no effect and ±100 for the full control effect; nearly all actives have a fitted effect of over 60% in size
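Recombinant glycosomal PGK reaction used 1,3-bisphosphoglycerate generated in-well by GAPDH (100nM final) in 100mM TEA pH 7.6, 5mM MgCl2, 0.01% Tween-20. After 60 minutes at room temperature, ATP was read by Kinase-Glo Plus luminescence end-point.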
JMJD2A Tudor inh: qHTS Assay for Inhibitors of JMJD2A-Tudor Domain. Lysine-specific demethylase 4A (Homo sapiens), O75164. AID 504339, 2011. Potency, µM (series often up to 114 µM), inactives show at the top dose activity change, negative = inhibition, usual class: inhibitors. AlphaScreen JMJD2A-Tudor / H3K4me3 peptide binding. actives 4.4% (n = 390,000); note: potency is the fitted concentration of half-maximal effect; % is set by controls: 0 for no effect and ±100 for the full control effect; nearly all actives have a fitted effect of over 50% in size
* marks the source's active call; other numbers are inactive results; i = inactive; u = inconclusive; x = not tested or not shown; & = joins results of further samples; [ ] = remark or other dose. Unless noted, calls come from the whole dose curve; as a rule, active = well fitted curve in the direction sought with a large enough effect; inconclusive = small, poorly fitted or top-dose-only effect, or another doubt; inactive = no such curve, though single readings can be large; an effect the other way counts as inactive or inconclusive. A portion of the library (hit frequency here may not be typical).

The opening 3 records, to show the layout:
SMILES	BAZ2B block	Pol eta inh	HP1b chromo inh	G9a inh	GLS inh	PI4K2A block	Pin1 inhibitor	Tb PGK inh	JMJD2A Tudor inh
CC(Oc1ccccc1)C(=O)N=C1SC2CS(=O)(=O)CC2N1Cc1ccc(F)cc1 (stereo not given)	-6%	-14%	41%[activator]	2%	-1%	-5	0%	i	-23%
Cc1nn(CC(=O)O)c2ccccc12	-3%	15%	1%	u	-8%	3	-7%	-9%[11.5 µM]	u
Cc1cccc(NC(=O)CC(C)S(=O)(=O)c2ccc3c(c2)NC(=O)CO3)c1C (stereo not given)	-3%	-19%	21%[57 µM]	x	3%	-2	-2%	0%	-2%

The listing, from the first entry:
SMILES	BAZ2B block	Pol eta inh	HP1b chromo inh	G9a inh	GLS inh	PI4K2A block	Pin1 inhibitor	Tb PGK inh	JMJD2A Tudor inh
CC(Oc1ccccc1)C(=O)N=C1SC2CS(=O)(=O)CC2N1Cc1ccc(F)cc1 (stereo not given)	-6%	-14%	41%[activator]	2%	-1%	-5	0%	i	-23%
Cc1nn(CC(=O)O)c2ccccc12	-3%	15%	1%	u	-8%	3	-7%	-9%[11.5 µM]	u
Cc1cccc(NC(=O)CC(C)S(=O)(=O)c2ccc3c(c2)NC(=O)CO3)c1C (stereo not given)	-3%	-19%	21%[57 µM]	x	3%	-2	-2%	0%	-2%
O=C(COC(=O)c1ccc(S(=O)(=O)NCc2ccco2)cc1)Nc1ccc(Cl)cn1	56µM*	20µM*	-31%	50µM*	-11%	-52*	9%	-25%	u
CCOc1cccc(CNC(=O)c2ccc(N3CCCC3)c(NC(=O)NCc3ccc(F)cc3)c2)c1	-11%	-17%	28%	1%[12.7 µM]	3%	-1	3%	-1%	-2%
C=C(C)n1c(=O)n(Cc2ccccc2C)c2ccccc21	80%[activator]	-12%	68%[activator]	43%[activator]	0%	3	1%	-6%	45%[activator]
COc1cccc(OC)c1C(=O)Nc1ccc(N2CCCC2)cc1	u	1%	-13%	13µM*	37%[activator]	-2	-1%	-7%	u
COc1cc(-c2ccc3c(=O)c4ccccc4sc3c2)cc(OC)c1OC	x	5%	14%	x	5%	-2	5%	0%	-23%
COc1ccc(C)cc1N(C(=O)c1ccc(F)cc1)c1nc2ccccc2s1	10%	-20%	35%	u	-9%	-1	28%	i	-8%
COc1ccccc1N(C(=O)CN1C(=O)c2ccccc2S1(=O)=O)C(C(=O)NCC1CCCO1)c1ccc(F)cc1 (stereo not given)	1%	-10%	18%	-6%	2%	-2	6%	-9%	-5%
COc1ccc(C(=O)Nc2cccc(C(C)=O)c2)cc1OC	10%	-5%	15%	-5%[59 µM]	7%	-3	3%	i	-15%
CCOc1cc(NC(=S)N2CCC(C(N)=O)CC2)c(C(=O)OC)cc1OCC	-17%	-2%	24%	25%[59 µM]	29%	2	-5%	2%	-8%
Nc1ccc2cc3[nH]c4cc(N)ccc4c3nc2c1	x	4.5µM*	u	x	-1%	-15	u	-14%	u
COc1ccc(C(=O)Nc2ccnn2C2CCN(C(=O)CCC(F)(F)F)CC2)cc1	-12%[57.1 µM]	-5%	47%[activator]	23%	6%	-4	-1%	3%	-15%
CCCCN1C(=S)SC(C)(C)C1/[N+]([O-])=C/c1cccnc1 (stereo not given)	-18%	5%	59%[activator]	40%[0.501 µM]	9%	0	-7%	-19%	-18%
COc1ccc(NS(=O)(=O)c2cccc(C(=O)NN=Cc3ccc(OC)cc3OC)c2)cc1	x	-27%	32%	x	3%	-1	26%	4%	-16%
Cc1ccc(C2=NN(C(=O)c3cccs3)C(c3ccccc3O)C2)cc1 (stereo not given)	-6%	-15%	44%[activator]	x	3%	0	6%	-2%	-19%
Cc1cc(N(C)C)c(C#N)c(=O)[nH]1	1%	0%	33%	-5%[12.7 µM]	-6%	2	1%	2%	1%
O=C(CCc1ccc(S(=O)(=O)NC2CCCCC2)cc1)N(Cc1ccccc1)Cc1ccccc1	1%	u	38%	6%	-7%	-1	12%	-3%	3%
C[C@@H](c1ccccc1)N1Cc2ccccc2Oc2cc(Br)ccc2S1(=O)=O	x	-9%	28%	x	13%	-2	-2%	-1%	-7%
Cc1ccc(CC(=O)NC(C)CCc2ccccc2)cc1 (stereo not given)	10%	-9%	28%	44%[12.7 µM]	-9%	3	2%	-4%	2%
CCOC(=O)c1cnc2c(C)cccc2c1NCCc1ccc(OC)c(OC)c1	43%&12%[activator]	-3%&-18%	67%&90%[activator]	6%[59 µM]	7%&-2%	-1&1	9%&-1%	3%&0%	22%
CC(C)(C)OC(=O)CN1C(=O)C(Sc2n[nH]c(-c3ccccc3)n2)CCc2ccccc21 (stereo not given)	-32%	-15%	19%	9%	-1%	5	-1%	-4%	-14%
Cc1cccc(C)c1OCc1nnc(SCC(=O)Nc2cccc(C(=O)N3CCOCC3)c2)n1C	-3%	-11%	9%	9%[59 µM]	1%	3	-2%	6%	u
CCN(C1CCCCC1)S(=O)(=O)c1ccc(S(=O)(=O)NCCc2ccncc2)cc1	-3%	-17%	32%	-3%[59 µM]	-3%	1	-1%	3%	-8%
(next part)
SMILES	BAZ2B block	Pol eta inh	HP1b chromo inh	G9a inh	GLS inh	PI4K2A block	Pin1 inhibitor	Tb PGK inh	JMJD2A Tudor inh
COC(=O)[C@H](CC(C)C)NS(=O)(=O)N[C@@H](CC(C)C)C(=O)OC	-3%	-8%	67%[activator]	-1%[0.501 µM]	-5%	5	-1%	2%	-1%
CCN(CCNC(=O)Cn1cc2c(n1)CCCC2)c1ccccc1	-24%	-12%	19%	u	21%	-5	-4%	-3%	-29%
CCCc1ccc(S(=O)(=O)N/N=C\c2ccc3c(c2)OCO3)cc1	-22%	-23%	19%	24%	19%	-3	u	8%	-24%
COc1cccc(CNC[C@H]2O[C@@H](n3ccc(N)nc3=O)[C@H](O)[C@@H]2O)c1OCc1ccc(F)cc1Cl	x	-5%	x	x	0%	6	x	2%	x
O=C(N/N=C/c1ccc2c(c1)OCO2)C(=O)N1CCCC1	-3%	-13%	43%[activator]	5%	-7%	1	-1%	-7%	-2%
Cc1ccc2nc(N(CCCN(C)C)C(=O)c3ccc(S(=O)(=O)N4CCc5ccccc5C4)cc3)sc2c1	u	-20%	u	71µM*	8%	-3	3%	-10%	u
N#Cc1cccc(S(=O)(=O)NCc2nnc3ccccn23)c1	12%	-2%	45%[activator]	17%[12.7 µM]	-9%	4	-19%	-10%	3%
COCCOn1c(SCCOC)nc2ccccc2c1=O	-26%	0%	12%	x	-9%	5	2%	0%	-6%
CCn1c(O)c(N=NC(=S)NCC2CCCO2)c2ccccc21 (stereo not given)	x	-11%	4%	u	3%	0	-2%	-5%	u
CCOc1ccc(N(Cc2cc3cc(C)ccc3[nH]c2=O)C(=O)c2cccc(Cl)c2)cc1	-7%	-17%	16%	-4%[59 µM]	2%	1	1%	-3%	-6%
O=C1c2cccnc2C(=O)N1c1cccc([N+](=O)[O-])c1	56µM*	5%	32%	5%	8%	-8	0%	5%	u
COc1ccc(CN(C)S(=O)(=O)c2nnc(NC(=O)c3ccccc3Br)s2)cc1	-19%	-11%	32%	-22%	6%	0	-2%	4%	-15%
Cc1cccc(C#N)c1NC1=CC(=O)CC(C)(C)C1	u	10%	22%	u	22%	7	4%	-1%	-22%
CCN(C(=O)c1cnc2scc(C)n2c1=O)c1ccccc1C	-4%	-10%	41%[activator]	-10%	4%	3	7%	8%	-3%
CC1CCN(C(=O)C2CCN(S(=O)(=O)c3cccs3)CC2)CC1	9%	-5%	44%[activator]	1%	4%	3	7%	12%	-6%
N=C(N)c1ccc(Cl)cc1	3%	3%	6%	-3%	1%	2	1%	0%	-4%
CCN(CC)c1ccc(NC(=O)CN2C(=O)c3cccnc3Oc3ccccc32)c(C)c1	u	4%	-20%	8.9µM*	3%	-12	4%	-4%	u
CCN(CC)S(=O)(=O)c1ccc2c(c1)C(=NO)c1cc(S(=O)(=O)N(CC)CC)ccc1-2	7%	-18%	36%	15%[59 µM]	-2%	-4	4%	1%	-12%
COc1ccc2nc(C)c3cc(C)oc3c2c1	-2%	-12%	-17%	5%[12.7 µM]	-1%	-16	13%	i	-3%[11.4 µM]
O=C(Nc1ccc(N2CCN(C(=O)c3cccs3)CC2)c(Cl)c1)c1ccco1	-3%	-2%	17%	-1%	6%	1	1%	-7%	-12%
COc1ccc(-n2cc(C(=O)OCc3ccc(Cl)cc3)c3ccccc3c2=O)cc1	-7%	4%	17%[57 µM]	-7%[59 µM]	u	-1	7%	-8%	4%
N=c1c2ccccc2nc2n1CCCCCCCCCCC2	x	-1%	-7%	x	17%	-2	-4%	13%	-26%
CCn1c(SCC(=O)Nc2ccc3c(c2)c2ccccc2n3CC)nnc1-c1cnccn1	8%	-6%	34%	-45%[59 µM]	-8%	-2	51%[activator]	1%[11.5 µM]	-14%
CCn1ccnc1CN(C)C(=O)c1cc(COc2ccc(Cl)cc2OC)on1	-1%	2%	28%	u	1%	-2	-3%	4%	-11%
O=C(Nc1ccc(Cl)cc1)c1ccsn1	13%	-16%	46%[activator]	-1%	-12%	0	-2%	-2%	24%
Cc1c(CC(=O)NCC(=O)O)c(=O)oc2cc3occ(-c4ccccc4)c3cc12	0%	9%	25%	0%	4µM*	6	u	-5%	-12%
